# DNA FID counter: compounds displacing fluorescent DNA intercalator, primary screen, artefact control for HCV NS3 helicase inhibitor project, biochemical, FID fluorescence. actives 0.17% (n = 290,000). inhibition, % at 7.9 µM. DNA fluorescent intercalator displacement; in the data active = inhibition above about 37%;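 note: 0% = vehicle and 100% = reference compound; higher means more ethidium bromide displaced from hairpin DNA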
# PHOSPHO1 block: PubChem AID 1565. Phosphoethanolamine/phosphocholine phosphatase (Homo sapiens), Q8TCT1. recombinant PHOSPHO1, absorbance phosphatase assay. inhibition, % at 13.3 µM. actives 1.1% (n = 290,000); in the data active = inhibition above about 60%
# Target sequence (Q8TCT1 whole entry, looked up): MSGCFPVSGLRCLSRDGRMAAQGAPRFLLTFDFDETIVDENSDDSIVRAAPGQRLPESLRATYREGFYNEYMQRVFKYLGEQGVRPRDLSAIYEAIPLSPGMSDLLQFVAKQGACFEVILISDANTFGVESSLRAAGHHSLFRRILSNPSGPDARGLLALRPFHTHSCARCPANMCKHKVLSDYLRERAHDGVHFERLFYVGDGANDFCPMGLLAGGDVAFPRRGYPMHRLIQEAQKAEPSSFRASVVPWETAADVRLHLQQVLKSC
# M18AAP inhibitor: PfM18AAP inhibitors, malaria aminopeptidase, primary screen, biochemical, QFRET, recombinant enzyme. H-Glu-NHMec fluorogenic cleavage. inhibition, % at 7.35 µM. actives 1.2% (n = 290,000);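 active = inhibition above the campaign mean inhibition over all tested compounds plus 3 SD, cut at about 28% in these data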;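 note: 0% = plate median of test compound wells and 100% = 2 mM ZnCl2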
# MEKK2 WT-MEK5: modulators of MEK5 binding to wildtype MEKK2, primary screen, biochemical, multiplex bead flow cytometry, Alexa488-MEK5. Mitogen-activated protein kinase kinase kinase 2 (Homo sapiens), Q9Y2U5. Alexa488-MEK5 binding to MEKK2 WT; actives lie on both sides. binding response (% of control), % at 10 µM. actives 1.1% (n = 290,000). AID 1531, 2009; in the data active = binding response below about 67% or above about 130%
# OXTR ag: human OXTR agonists, primary screen, fluorescence, CHO-OTR cells, Fluo-8 calcium; Oxytocin receptor (Homo sapiens), P30559; Fluo-8 calcium fluorescence; normalized: DMSO 0%, oxytocin 100%; activation, % at 3 µM; actives 0.32% (n = 320,000); AID 2435, 2010;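 active = activation above the mean of all tested compounds plus 3 SD, cutoff set per screening run, cut at about 20% in these data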;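 note: peak over basal fluorescence ratio from a 100 s FLIPR kinetic read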
# MEKK3 PB1 HTS: modulators of MEKK3-MEK5 PB1 binding, primary screen, biochemical, wildtype MEKK3, multiplex bead flow cytometry, Alexa488-MEK5; Mitogen-activated protein kinase kinase kinase 3 (Homo sapiens), Q99759; bead-based flow cytometry, Alexa488-MEK5 binding to MEKK3; actives lie on both sides; 0 = blocked by unlabeled MEK5, 100 = vehicle; binding response (% of control), % at 10 µM; actives 1.4% (n = 290,000);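 active = binding response more than 3 SD above or below the average of its plate-row segment, actives on both sides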;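 note: Alexa488 bead fluorescence after subtracting the streptavidin-only scavenger bead signal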
# Target sequence (Q99759 whole entry, looked up): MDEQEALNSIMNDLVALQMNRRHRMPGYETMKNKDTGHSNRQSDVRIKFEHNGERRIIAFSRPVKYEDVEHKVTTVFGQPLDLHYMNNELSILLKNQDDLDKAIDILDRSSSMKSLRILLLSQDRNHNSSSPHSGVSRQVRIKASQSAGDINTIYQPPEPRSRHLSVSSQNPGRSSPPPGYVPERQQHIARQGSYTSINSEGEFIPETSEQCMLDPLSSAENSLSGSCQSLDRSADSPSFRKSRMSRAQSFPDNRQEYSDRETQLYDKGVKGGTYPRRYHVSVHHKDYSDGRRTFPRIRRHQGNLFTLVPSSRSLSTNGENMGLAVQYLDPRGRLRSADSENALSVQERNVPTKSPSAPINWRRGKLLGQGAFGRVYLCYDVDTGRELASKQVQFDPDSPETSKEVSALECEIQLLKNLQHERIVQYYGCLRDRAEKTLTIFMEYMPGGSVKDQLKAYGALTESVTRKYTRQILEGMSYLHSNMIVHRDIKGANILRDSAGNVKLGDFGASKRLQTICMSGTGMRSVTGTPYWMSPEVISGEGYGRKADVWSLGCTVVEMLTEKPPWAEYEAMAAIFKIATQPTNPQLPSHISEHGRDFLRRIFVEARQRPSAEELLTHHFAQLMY
# GPR7 antag: GPR7 receptor antagonists, primary screen, cell-based, fluorescence, single concentration. GPR7-expressing cells, fluorescence antagonist assay. inhibition, % at 4.4 µM. actives 1.1% (n = 290,000). AID 1861, 2009; in the data active = inhibition above about 16%, passing the limit was not always enough;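 note: cells stimulated with the agonist NPW; 0% = agonist with vehicle and 100% = vehicle without agonist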
# MEKK2mut PB1 HTS: MEK5 binding signal on mutant MEKK2 PB1, primary screen, biochemical, multiplex bead flow cytometry, Alexa488-MEK5 | Alexa488-MEK5 binding to MEKK2 mutant | percent response, % at 10 µM | actives 0.35% (n = 290,000); in the data active = percent response above about 24%, passing the limit was not always enough; note: inactives centre near 1; some results filed as inactive read as strong as hits; reference of the scale not given here
# NALP1 inh: NALP1 inflammasome inhibitors in reconstituted yeast, colorimetric, S. cerevisiae, triplicate retest; inhibition, % at 10 µM; AID 2071, 2009; actives 0.61% (n = 280,000); S. cerevisiae NALP1/ASC/caspase-1 growth, X-gal OD620, 72 h; in the data active = inhibition mostly above about 24%, no sharp cut-off; inactive = mostly below about 32%; note: some compounds called inactive have numbers as strong as hits
# Starred values were filed as active, the others as inactive; · = no result given.
SMILES,DNA FID counter,PHOSPHO1 block,M18AAP inhibitor,MEKK2 WT-MEK5,OXTR ag,MEKK3 PB1 HTS,GPR7 antag,MEKK2mut PB1 HTS,NALP1 inh
C=CCNc1oc(-c2ccco2)nc1S(=O)(=O)c1ccccc1,-8,36,-7,96,-0.5,95,-13,2,3
COc1cccc(-c2nc3c(c(=O)[nH]c(=O)n3Cc3ccccc3)n2CCO)c1OC(F)F,-26,8,-4,87,1.3,100,10,-6,19
O=C(COc1ccccc1)Nc1c(Cl)ccc2nsnc12,-8,43,-8,101,14,102,0,-1,-4
CCOC(=O)COc1nc(Nc2ccccc2C)nc(N(C)C)n1,-17,-16,1,97,-2.2,97,2,-2,-13
Cc1cc(N)n(-c2ccccc2)n1,-4,-15,-2,·,-0.2,·,22,·,5
CCn1cc(C(=O)O)c(=O)c2cc3c(cc21)OCO3,-3,-11,-3,103,0.7,106,-10,-2,23
CCCc1cc(=O)[nH]c(SCC(=O)Nc2ccc(Br)cc2Br)n1,-9,12,0,90,-0.4,90,-11,-8,-4
CC(C)(C)n1nc2c(c1NC(=O)Cc1cccc3ccccc13)CS(=O)(=O)C2,-6,32,-4,91,1.5,85,12,-3,-16
COCCN(C(=O)CSc1nnc(-c2ccc(C)cc2)n1N)c1c(N)n(Cc2ccccc2)c(=O)[nH]c1=O,-32,37,4,96,0.0,92,23,3,15
O/N=C/c1ccc(-c2ccccc2OC(F)(F)F)o1,-3,37,0,102,-2.0,104,-16,3,36*
Cc1cc(-c2c(C)[nH]n(-c3ccc(Cl)cc3)c2=O)n(-c2ccccc2)n1,-10,23,12,99,0.0,99,-6,-1,-3
Cc1ccc(C(=O)OCC(=O)NC(=O)Cc2ccccc2)c(O)c1,-8,38,2,108,2.4,106,-16,11,4
CCOc1ccc(CC(=O)Nc2c(C(N)=O)oc3ccc(Br)cc23)cc1OCC,-14,0,-5,105,0.0,102,-14,6,-3
CCOc1ccc(CC(=O)Nc2nccs2)cc1,6,28,6,97,-1.1,99,19,-6,-4
COC(=O)c1cc(-n2cccc2)ccc1N1CCOCC1,-6,20,-14,93,-1.6,95,-1,-10,30
COc1ccc(C(=O)Nc2ccc(F)cc2F)cc1OC,-3,29,1,104,0.8,106,0,3,6
CCN(Cc1ccccc1)C(c1ccccn1)c1nnnn1C(C)(C)CC (configuration not stated),-24,-36,0,102,-1.2,100,22*,-2,27
Cc1ccccc1-n1ncc2c1CC(C)(C)CC2NC(=O)c1cn[nH]c1C (configuration not stated),-43,42,-4,93,0.1,96,-11,-1,11
COc1ccc(-c2nn(CCC#N)cc2C(=O)Nc2cccc(C(=O)O)c2)cc1[N+](=O)[O-],-13,24,3,114,1.3,110,-14,6,5
CCC(=O)Nc1ccc(SC#N)cc1C,0,35,8,108,-1.1,109,15,6,9
CC(=O)N1CC=CC1(CC(C)C)C(=O)NCCN1CCOCC1 (configuration not stated),-4,-11,-3,96,-0.1,104,-7,3,11
O=C(Nc1ccccc1Cl)Nc1cccnc1Cl,-5,-5,-5,103,-2.3,104,-14,2,-12
Cc1ccc2c(c1)C(C)CC(C)(C)N2C(=O)NC1CCCCC1 (configuration not stated),1,-4,0,93,4.4,93,-2,-7,23
O=C(N/N=C\c1ccc(O)c([N+](=O)[O-])c1)C1COc2ccccc2O1 (configuration not stated),-8,-10,3,97,1.3,102,5,1,-2
COc1cccc(-n2c([S-])c(C(=O)Nc3ccc(S(=O)(=O)N4CCOCC4)cc3)[n+]3cc(C(N)=O)ccc23)c1,-2,-2,-2,96,0.4,96,-5,-2,11
# (continued)
SMILES,DNA FID counter,PHOSPHO1 block,M18AAP inhibitor,MEKK2 WT-MEK5,OXTR ag,MEKK3 PB1 HTS,GPR7 antag,MEKK2mut PB1 HTS,NALP1 inh
CCOc1ccc(C2C3=C(CCCC3=O)N(CC(=O)O)C3=C2C(=O)CCC3)cc1,-25,3,33*,105,-0.2,100,10,0,20
Cc1ccc(CNC(=O)COC(=O)CCCOc2ccc(Cl)cc2Cl)cc1,-7,-8,4,102,-0.3,106,-8,-2,36
Nc1cc(N)nc(SCCN2CCCCC2)n1,8,7,-12,93,1.1,96,2,-2,14
CN(C)CCN(C(=O)c1ccc2c(c1)OCCO2)c1nc2ccc(Cl)cc2s1,9,-2,-3,126,0.2,106,-16,16,-30
COc1ccc(S(=O)(=O)N2CCC(C(=O)N3CCc4ccccc4C3)CC2)cc1Cl,-24,8,1,98,5.3,100,2,-1,14
Cc1[nH]c2ccccc2c1CN1CCN(c2ccccn2)CC1,3,46,-2,101,1.0,101,-2,1,·
CCOC(=O)c1sc(N)c(C#N)c1CSc1nnc(C2CC2)n1N,-3,-25,6,114,0.9,110,-2,13,-6
CC1CCN(Cc2nnnn2CCCC(=O)NCCc2cnn(C)c2)CC1,-11,29,0,102,0.3,104,-6,6,7
O=[N+]([O-])c1ccc(Nc2ccc(N3CCOCC3)cc2)c([N+](=O)[O-])c1,-6,18,-13,91,-0.8,96,11,-8,-22
O=C(NNC1=C(C(=O)C(F)(F)F)CCC1)c1ccccc1Cl,-7,25,-5,101,-0.7,99,0,5,-13
CCOC(=O)C1CCN(C(=O)CCCOc2ccccc2)CC1,-18,17,-7,99,-0.8,106,12,3,0
O=C(NCc1ccccn1)c1ccc(N2CCCC2)c([N+](=O)[O-])c1,-6,63*,-5,91,-0.7,94,-7,-8,-5
CC12CCC(=O)N1C(C(=O)Nc1ccc(F)cc1)CS2 (configuration not stated),-3,5,-9,101,0.1,103,-3,3,10
O=C1Nc2ccc(S(=O)(=O)N3CCCC3)c3cccc1c23,-2,15,1,115,1.4,100,-1,9,0
O=C1CSC(c2ccccc2F)N1CCN1CCCCC1 (configuration not stated),1,18,2,93,0.6,95,9,0,26
O=C(NCCN1CCCCC1)Nc1ccc(Cl)cc1,4,·,-4,115,2.5,104,-2,7,20
O=c1c2cn[nH]c2[nH]c(=S)n1-c1ccccc1,-2,1,27,100,0.2,81,-10,-2,-15
COc1ccc(OC)c(S(=O)(=O)N2CCC(C(=O)NC(C)c3ccccc3)CC2)c1 (configuration not stated),-24,8,-1,100,-0.2,103,10,0,8
Cc1ccc(NC(=O)C2CCCN2C(=O)OC(C)(C)C)cc1C (configuration not stated),-17,15,1,96,-0.4,98,-3,-2,·
Brc1ccc(NCc2nnc3n2CCCCC3)cc1,-6,-7,-23,93,0.6,97,0,-5,14
CC(C)NC(=O)C1CCN(C2CCN(Cc3nc4ccccc4s3)CC2)CC1,-1,8,4,103,-0.5,107,-3,-1,17
CCCC(=O)NC(=S)Nc1cccc(Cl)c1N1CCCCC1,0,33,-6,107,-0.2,105,-12,12,·
CC(=O)c1c(C)[nH]c(C(=O)COC(=O)C2CC2)c1C,3,12,0,94,-0.1,99,-1,-7,-6
CS(=O)(=O)c1ccc2nc(NC(=O)CN3CCCCCC3)sc2c1,0,9,5,·,0.8,·,-3,·,-6
O=C1CC(C(=O)NC2CCCCC2)C(c2ccccc2)O1 (configuration not stated),-7,-4,-4,103,-0.6,103,3,9,6

# Structural class: the entries above containing a furan ring, fused or not (three)
SMILES,DNA FID counter,PHOSPHO1 block,M18AAP inhibitor,MEKK2 WT-MEK5,OXTR ag,MEKK3 PB1 HTS,GPR7 antag,MEKK2mut PB1 HTS,NALP1 inh
C=CCNc1oc(-c2ccco2)nc1S(=O)(=O)c1ccccc1,-8,36,-7,96,-0.5,95,-13,2,3
O/N=C/c1ccc(-c2ccccc2OC(F)(F)F)o1,-3,37,0,102,-2.0,104,-16,3,36*
CCOc1ccc(CC(=O)Nc2c(C(N)=O)oc3ccc(Br)cc23)cc1OCC,-14,0,-5,105,0.0,102,-14,6,-3

# Molecules above that have an aryl thioether with sulfur outside any ring (four):
SMILES,DNA FID counter,PHOSPHO1 block,M18AAP inhibitor,MEKK2 WT-MEK5,OXTR ag,MEKK3 PB1 HTS,GPR7 antag,MEKK2mut PB1 HTS,NALP1 inh
CCCc1cc(=O)[nH]c(SCC(=O)Nc2ccc(Br)cc2Br)n1,-9,12,0,90,-0.4,90,-11,-8,-4
COCCN(C(=O)CSc1nnc(-c2ccc(C)cc2)n1N)c1c(N)n(Cc2ccccc2)c(=O)[nH]c1=O,-32,37,4,96,0.0,92,23,3,15
Nc1cc(N)nc(SCCN2CCCCC2)n1,8,7,-12,93,1.1,96,2,-2,14
CCOC(=O)c1sc(N)c(C#N)c1CSc1nnc(C2CC2)n1N,-3,-25,6,114,0.9,110,-2,13,-6

# Further compounds
SMILES,DNA FID counter,PHOSPHO1 block,M18AAP inhibitor,MEKK2 WT-MEK5,OXTR ag,MEKK3 PB1 HTS,GPR7 antag,MEKK2mut PB1 HTS,NALP1 inh
Cc1nn(-c2ccccc2)c(Cl)c1/C=N/O,-2,-13,2,103,-1.2,101,-14,-3,35
O=C(CSc1nnc(-c2ccoc2)o1)N1CCOCC1,0,25,7,102,0.7,101,-7,-2,1
C#CCOC(=O)Nc1ccc(OCC(F)(F)F)nc1,1,-4,-6,88,-0.1,90,-7,-22,6
CC(C)c1ccc(C(=O)Nc2ccc(N3CCOCC3)cc2)cc1,-18,-5,-11,96,0.6,106,-19,-4,33
CCN(C(=O)COC(=O)/C=C/c1c(C)nn(-c2ccccc2)c1C)C1CCS(=O)(=O)C1 (configuration not stated),-35,48,5,95,-0.7,93,-9,-14,·
COc1ccccc1Nc1nnc(SCc2nnc(-c3cc(OC)c(OC)c(OC)c3)o2)s1,-24,-9,-3,104,-2.7,109,-19,3,17
CNC(=S)N/N=C/c1cn(CCOc2ccccc2OC)c2ccccc12,-19,1,3,108,3.2,108,8,26,11
Cc1ccc(-c2nc(C#N)c(NCc3ccco3)o2)cc1,-8,32,5,89,-0.2,86,5,-15,15
C=C(C)CC(NCCc1ccccc1)c1ccco1 (configuration not stated),1,-3,-2,164*,·,98,-4,-15,-9
S=C1NCCOCCOCCNC(=S)N2CCOCCOCCN1CCOCCOCC2,-9,-17,5,108,-0.8,105,-30,5,7
COc1ccc(-n2nc(C(=O)NCC(=O)NCCCN3CCN(C)CC3)c3ccccc3c2=O)cc1,6,43,3,103,0.0,106,-13,7,16
CCOC(=O)C1CCN(Cc2cccc(Oc3ccccc3)c2)CC1,-3,13,5,113,-2.5,108,-18,12,22
COc1ccc(NC(=O)c2ccc(COCC(F)(F)C(F)F)cc2)cc1OC,-17,-10,3,117,1.9,104,7,15,24
COCC1CCN(Cc2cn(Cc3ccccc3)nc2-c2cc3ccccc3o2)CC1,28,-8,11,112,5.7,101,0,-6,2
O=C(CCn1nnnc1CN1CCOCC1)N1CCC(c2ccccc2F)C1 (configuration not stated),-14,56,-3,102,-1.2,102,-10,8,-1
Clc1ccc(-c2nnc(SCc3nc(-c4ccccc4)no3)o2)cc1,-2,59,4,106,-1.3,105,0,7,-13
CN(CCc1ccccn1)C(=O)CCc1nnc(CCCc2ccccc2)o1,-21,37,-6,96,-0.4,99,-10,-8,17
COc1ccc(S(=O)(=O)N2CCCC2)cc1C(=O)N1CCCCC1,-10,29,-2,100,0.1,103,-11,2,-2
CN=C1S/C(=C/c2cn(CC(=O)OC)c3ccccc23)C(=O)N1C,-19,12,-5,95,-2.1,93,-4,-11,6
CCn1cc(CN2CCC(n3nccc3NC(=O)CCc3ccccc3)CC2)cn1,11,42,4,112,1.1,103,-19,8,-4
COc1ccccc1OCCn1cc(C#N)c2ccccc21,-10,-6,-9,98,-1.9,105,16,2,-17
O=C(COC(=O)c1ccc2ccccc2n1)c1ccccc1,-8,-3,-2,100,-0.8,98,-8,4,2
O=C(c1ccccc1)c1sc(N2CCCCCC2)nc1-c1ccccc1,-12,23,-4,83,-1.6,102,-5,-10,21

# Compound activity (PubChem)
